MrgX1 agonist: human MrgX1 receptor agonism, primary screen; Q96LB2; MrgX1-HEK293 cells, Fluo-4 calcium fluorescence, agonist mode; hits give high values; B-score at 10 µM; 0.44% of 310,000 active; AID 588627;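 active = calcium response B-score plate-corrected fluorescence ratio at least 3 library SD, with starting fluorescence B-score inside 5 SD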
Target sequence (Q96LB2 whole entry, looked up): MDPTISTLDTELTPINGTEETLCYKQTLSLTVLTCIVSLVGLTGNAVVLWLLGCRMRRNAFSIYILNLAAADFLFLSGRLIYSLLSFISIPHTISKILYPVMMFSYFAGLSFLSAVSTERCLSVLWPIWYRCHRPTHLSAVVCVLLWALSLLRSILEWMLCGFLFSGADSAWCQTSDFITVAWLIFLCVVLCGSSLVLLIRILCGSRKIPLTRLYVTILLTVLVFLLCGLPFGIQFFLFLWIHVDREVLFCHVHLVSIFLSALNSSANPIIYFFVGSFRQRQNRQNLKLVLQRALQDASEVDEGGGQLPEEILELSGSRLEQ
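Material: MrgX1-expressing HEK293 cells / Dosing: compound as first of three additions / Incubation: overnight seeding, then 1 h dark dye loading / Signal: Fluo-4 NW calcium fluorescence / Evaluation: B-scored fluorescence response ratio / Benchmarks: positive and negative control wells on each plate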
PolyA inhibitor: blocks polyadenylation in yeast reporter cells; S. cerevisiae SKY197-pL101 polyadenylation reporter, beta-gal luminescence; efflux-impaired pdr1/pdr3 knockout yeast; score 100 = 6 SD above DMSO; calls only at 12 µM; 0.02% of 300,000 active;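 active = lowest replicate activity score at least 50, where 100 means six control SD above control mean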;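 note: yeast exposed to compound for 9 h at 30 °C; higher score means more reporter readthrough which indicates perturbed polyadenylation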
MrgX1 antag: human MrgX1 receptor antagonism, primary screen; Q96LB2; MRGX1-HEK293 calcium flux, Fluo-4, BAM8-22 antagonism; hits give low values; B-score at 10 µM; 1.3% of 310,000 active;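 active = calcium-response B-score plate-corrected more than 3 library SD below zero, starting fluorescence within 5 deviations, no agonist response on first addition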;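 note: peak minus trough fluorescence over baseline after final BAM8-22 challenge near maximal dose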
TRPC6 inhibitor: blocks the mouse TRPC6 cation channel; Q61143; HEK293-TRPC6, membrane potential dye, ACh-evoked depolarization; hits give low values; B-score at 10 µM; 1.1% of 310,000 active;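 active = B-score under library mean minus 3 SD, initial fluorescence not abnormally high, positive integrated signal ratio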;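 note: B-score derived from integrated fluorescence ratio over the kinetic read; more negative B-score means stronger inhibition of depolarization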
MrgX1 allo act: allosterically activates human MrgX1 receptor signaling; Q96LB2; MrgX1-HEK293, Fluo-4 calcium flux, FDSS; hits give high values; B-score at 10 µM; 0.63% of 310,000 active;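 active = plate-corrected calcium response at least 3 library SD above typical, normal starting fluorescence, not activating the receptor alone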;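 note: compound read alongside a low EC10 to EC30 dose of BAM8-22 agonist; peak minus trough fluorescence over baseline measured at the second addition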
TRPC4 potent: TRPC4 (mouse) allosteric potentiation; Q9QUQ5; HEK293 TRPC4beta/mu-opioid, DAMGO EC20, Fluo-4 Ca2+ flux; hits give high values; B-score at 10 µM; 0.42% of 310,000 active; AID 2227;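 active = B-score of calcium response area above 5 SD of library B-scores, with initial fluorescence ratio within 5 SD of library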;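 note: B-score of integrated fluorescence ratio over time as area under calcium response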
TRPC6 act: mouse TRPC6 channel activation | Q61143 | HEK293-TRPC6 membrane potential dye fluorescence; hits give high values | B-score at 10 µM | 0.13% of 310,000 active | AID 2550;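 active = B-score of the integrated fluorescence ratio above library mean plus 3 SD, and starting fluorescence ratio within library mean plus 5 SD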;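 note: higher score means more depolarization so channel activation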
TRPC4 inh: blocks the mouse TRPC4 cation channel. 0.39% of 300,000 active. AID 2247. B-score at 10 µM. Q9QUQ5. HEK293 TRPC4beta/mu-opioid, DAMGO-evoked Fluo4 calcium flux; hits give low values;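 active = B-score over 3 SD under the library average, no early fluorescence shift, positive overall ratio signal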
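Assay system – HEK293 line stably carrying TRPC4beta and mu-opioid receptor · Doses – single dose · Detection – Fluo4 calcium-dye fluorescence, kinetic read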
TRPC4 act: opens the mouse TRPC4 cation channel. Q9QUQ5. HEK293 TRPC4beta/mu-opioid, Fluo4 calcium fluorescence; hits give high values. B-score at 10 µM. 0.49% of 310,000 active. AID 2237;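 active = B-score above 5 SD of library B-scores, and initial fluorescence ratio not above library mean plus 5 SD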;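 note: positive B-score marks a calcium rise read as TRPC4 activation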
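Assay system – TRPC4beta and mu-opioid receptor HEK293 stable cells · Measured by – Fluo4 fluorescence, kinetic · Schedule – dye loading 45 min room temperature, 110 s kinetic read · Read-out – B-scored integrated calcium fluorescence ratio · Controls – buffer and maximal DAMGO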
HIF act: HIF pathway transcriptional activation; U2OS HRE-luciferase reporter, luminescence; normalized: DMSO 0%, desferrioxamine 100%; 0.32% of 300,000 active; activation, % at 7.5 µM (by protocol);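 active = mean activation of at least 10% of the iron chelator positive control signal, with at least half of replicates also reaching 10%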
AI-2 QS modul: Vibrio harveyi AI-2 quorum sensing modulation. 0.4% of 300,000 active. Vibrio harveyi JMH597 AI-2 luminescence/OD600 ratio, 9 h; hits give low values; strain lacks LuxN and CqsS sensors; 0 = neutral-control median. activity change, % at 7.5 µM; in the data active = activity change below about -75%, passing the limit was not always enough;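 note: luminescence divided by OD600 gain over 9 h not by final OD600 alone; inactives centre near 13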
Active calls of the source: *; i = inactive; . = not tested or not shown.

SMILES | MrgX1 agonist | PolyA inhibitor | MrgX1 antag | TRPC6 inhibitor | MrgX1 allo act | TRPC4 potent | TRPC6 act | TRPC4 inh | TRPC4 act | HIF act | AI-2 QS modul
COc1ccc(NC(=O)C2CCCN(c3c4c(nc5ncnn35)CCC4)C2)cc1 (stereo not given) | i | i | i | i | i | i | i | i | i | 1.1 | 20.9
CCn1c(CNc2ccc(F)cc2)nnc1SCC(=O)OC1CCCCC1 | i | i | i | i | i | i | i | i | i | -0.4 | 9.1
O=C(CCNS(=O)(=O)c1ccccc1)NNC(=O)c1csc(N2CCOCC2)n1 | i | i | i | i | i | i | i | i | i | -0.7 | 8.9
CCN(CC)C(=O)CS(=O)(=O)CC(=O)Nc1cc(OCCOC)c(Cl)cc1Cl | i | i | i | i | i | i | i | i | i | 0.1 | 14.0
CC(C)(C)N/N=C/c1cc(Cl)cc([N+](=O)[O-])c1O | i | i | i | i | i | i | i | i | i | -0.7 | 67.6
Cc1cccc(NC(=O)CCCCCN2C(=O)c3ccccc3C2=O)n1 | i | i | i | i | i | i | i | i | i | -0.2 | 11.3
CCOc1ccc2oc(C(=O)N(C)CC(=O)Nc3ccc(OCC)c(OCC)c3)c(C)c2c1 | i | i | i | i | i | i | i | i | i | 1.1 | 13.5
NC(=O)C1CC12c1ccccc1-c1ccccc12 (stereo not given) | i | i | i | i | i | i | i | i | i | 0.1 | 7.5
Cc1ccc[n+](CC(=O)Nc2ccc(C)c(C)c2)c1 | i | i | i | i | i | i | i | i | i | 0.7 | 30.5
CCOc1ccccc1/C=C/C(=O)c1ccc(Cl)cc1 | i | i | i | i | i | i | i | i | i | 0.5 | 11.2
O=C(Nc1ccccc1C(=O)NCC1CCCO1)c1ccc(Cl)cc1 (stereo not given) | i | i | i | i | i | i | i | i | i | -0.3 | 8.1
C=CCn1c(SCC(C)=O)nc2scc(-c3ccc(C)o3)c2c1=O | i | i | i | i | i | i | i | i | i | 1.0 | 9.2
Cc1ccc(C)n1-c1ccc(NC(=O)c2ccccc2)cc1 | i | i | i | i | i | i | i | i | i | -1.3 | 19.8
O=C(CN1C(=O)C(=O)c2ccccc21)NC1CCCCC1 | i | i | i | i | i | i | i | i | i | -0.2 | 8.7
Cc1cc(NS(=O)(=O)c2ccc(NC(=O)c3cccnc3)cc2)nc(C)n1 | i | i | i | i | i | i | i | i | i | -0.6 | 4.2
Cc1ccc(OC(=O)c2cccc(S(=O)(=O)N3CCN(C)CC3)c2)c(Br)c1 | i | i | i | i | i | i | i | i | i | 0.1 | 16.7
CC1(C)C(c2ccc(Cl)cc2)=[N+]([O-])C2(CCCC/C2=N\O)N1O (stereo not given) | i | i | i | i | i | i | i | i | i | -0.1 | 35.2
O=C(Nc1cccc(Cl)c1)/C(=C\c1cccnc1)NC(=O)c1ccco1 | i | i | i | i | i | i | i | i | i | 0.0 | -1.4
Cn1c(SCC(=O)OC2CCCCC2)nnc1-c1ccco1 | i | i | i | i | i | i | i | i | i | -1.2 | 21.0
COc1ccccc1C(=O)C1CCCN(C(=O)CCn2cnnn2)C1 (stereo not given) | i | i | i | i | i | i | i | i | i | 0.5 | 18.4
COC(=O)CSc1nc(C)cc(C)c1C#N | i | i | i | i | i | i | i | i | i | -0.5 | 22.2
O=C(Nc1ccc2c(c1)nc1n2CCOC1)c1ccco1 | i | i | i | i | i | i | i | i | i | 2.1 | 15.8
CCc1ccc(NC(=O)CSCc2ccc(C(=O)O)cc2)cc1 | i | i | i | i | i | i | i | i | i | 3.4 | 24.9
O=C(OCc1ccccc1)Oc1cncc(C(=O)O)c1 | i | i | i | i | i | i | i | i | i | 0.7 | -58.8

Single records, as listed above:
`O=C(CCNS(=O)(=O)c1ccccc1)NNC(=O)c1csc(N2CCOCC2)n1` across the screens: MrgX1 agonist = i; PolyA inhibitor = i; MrgX1 antag = i; TRPC6 inhibitor = i; MrgX1 allo act = i; TRPC4 potent = i; TRPC6 act = i; TRPC4 inh = i; TRPC4 act = i; HIF act = -0.7; AI-2 QS modul = 8.9
`O=C(Nc1ccccc1C(=O)NCC1CCCO1)c1ccc(Cl)cc1` (stereo not given) across the screens: MrgX1 agonist = i; PolyA inhibitor = i; MrgX1 antag = i; TRPC6 inhibitor = i; MrgX1 allo act = i; TRPC4 potent = i; TRPC6 act = i; TRPC4 inh = i; TRPC4 act = i; HIF act = -0.3; AI-2 QS modul = 8.1

Later entries.
SMILES | MrgX1 agonist | PolyA inhibitor | MrgX1 antag | TRPC6 inhibitor | MrgX1 allo act | TRPC4 potent | TRPC6 act | TRPC4 inh | TRPC4 act | HIF act | AI-2 QS modul
O=C1C2C3C=CC(CNS(=O)(=O)c4ccccc4[N+](=O)[O-])(O3)C2C(=O)N1c1ccccc1 (stereo not given) | i | i | i | i | i | i | i | i | i | -0.6 | 41.8
Nc1cccc(-c2csc(-n3ncc(C(=O)O)c3C(F)(F)F)n2)c1 | i | i | i | i | i | i | i | i | i | -0.9 | 29.7
Cc1cc(C)c2c(n1)nn1c(N3CCN(c4ccccc4)CC3)cc(C)nc21 | i | i | i | i | i | i | i | i | i | -1.6 | 11.4
COc1cc(S(=O)(=O)NC2CC(C)(C)NC(C)(C)C2)c(OC)cc1Cl | i | i | i | i | i | i | i | i | i | 0.1 | .
COc1cccc(/C=N/Nc2ccc(S(=O)(=O)O)cc2)c1O | i | i | i | i | i | i | i | i | i | -0.3 | 13.2
Cc1sc2ncn(CC(=O)NCCCOC(C)C)c(=O)c2c1S(=O)(=O)N1CCN(c2ncccn2)CC1 | i | i | i | i | i | i | i | i | i | -0.1 | 6.8
COc1ccc(CNC(=O)COc2ccc(S(=O)(=O)N3CCOCC3)cc2C)cc1 | i | i | i | i | i | i | i | i | i | 0.4 | 4.7
Cc1ccc(NC(=S)NC(C)CCc2ccccc2)cc1C (stereo not given) | i | i | i | i | i | i | i | i | i | 0.6 | 24.8
COc1cc(C(=O)/C=C/c2cccnc2)ccc1O | i | i | i | i | i | i | i | i | i | -33.2 | 32.6
Cc1ccc(NC(=O)CN2C(=O)CC(C)S(=O)(=O)c3ccccc32)cc1 (stereo not given) | i | i | i | i | i | i | i | i | i | 0.1 | 6.0
O=C(CC1C(=O)NCCN1Cc1ccoc1)NCc1cccc(OC(F)(F)F)c1 (stereo not given) | i | i | i | i | i | i | i | i | i | -1.2 | -7.3
O=C(CSc1nc(=O)n2ccccc2n1)Nc1cccc2ccccc12 | i | i | i | i | i | i | i | i | i | 0.4 | 6.4
COc1cc2c(C(=O)N3CCN(C)CC3)c(CSc3ccccc3)n(C)c2cc1Br | i | i | i | i | i | 18* | i | i | i | -0.7 | 14.6
NS(=O)(=O)c1ccc(CCNC(=O)C2CCC(Cn3c(=S)[nH]c4ccccc4c3=O)CC2)cc1 (stereo not given) | i | i | i | i | i | i | i | i | i | 0.3 | 31.3
CCc1nccn1CCC(=O)NC1CC(C)(C)Cc2c1cnn2-c1cccc(F)c1 (stereo not given) | i | i | i | i | i | i | i | i | i | -0.3 | 12.4
COC(=O)CCC(C)N1CCC(Oc2ccc(C(=O)N3CCCC3)cc2)CC1 (stereo not given) | i | i | i | i | i | i | i | i | i | 0.5 | 21.4
CC1C(=O)N2CCCc3cc(NC(=O)COc4ccc(Cl)cc4)cc1c32 (stereo not given) | i | i | i | i | i | i | i | i | i | 0.3 | 8.2
COc1ccc(NC(=O)CCNC(=O)Cn2ccc3ccccc3c2=O)cc1OC | i | i | i | i | i | i | i | i | i | -0.1 | 26.7
O=C(CSc1ncccc1-c1nc2ccccc2[nH]1)N1CCCCC1 | i | i | i | i | i | i | i | i | i | . | 18.1
C=CCNC(=O)C1CC(=O)N(c2ccc(OCc3ccccc3Cl)cc2)C1 (stereo not given) | i | i | i | i | i | i | i | i | i | 0.9 | 0.2
COc1ccc(CNC(=O)c2nnn(Cc3ccc(OC)cc3)c2N)cc1 | i | i | i | i | i | i | i | i | i | -0.1 | 47.7
CS(=O)(=O)N(CCc1ccccc1)CC(=O)N1CCN(c2ccccc2)CC1 | i | i | i | i | i | i | i | i | i | 0.2 | 20.1
COc1ccc(CC(=O)NC(C)CCc2ccccc2)cc1 (stereo not given) | i | i | i | i | i | i | i | i | i | -0.9 | 4.0
O=C(Oc1ccc2c(c1)CCC2)N1CCOCC1 | i | i | i | i | i | i | i | i | i | 2.9 | 26.2
COc1ccc(NC(=S)Nc2cccc([N+](=O)[O-])c2)cc1 | i | i | i | i | i | i | i | i | i | 3.6 | 3.5
Cc1cnc(-c2nnc(N(C)C(=O)C3CCOC3)s2)cn1 (stereo not given) | i | i | i | i | i | i | i | i | i | 0.5 | 4.0
COc1cc(C(=O)OCC(=O)N2CCOCC2)c([N+](=O)[O-])cc1OC | i | i | i | i | i | i | i | i | i | -0.8 | 10.5
CCOn1c(=O)c(-c2ccc(Br)cc2)[n+]([O-])c2ccccc21 | i | i | i | i | i | i | i | i | i | 0.0 | 25.7
O=C(OCc1cc2ccccc2[nH]c1=O)c1ccccc1 | i | i | i | i | i | i | i | . | i | -0.2 | 21.9
COc1ccc(CCC(=O)Nc2cc3c4c(c2)CCC(=O)N4CCC3)cc1 | i | i | i | i | i | i | i | i | i | -0.6 | 7.1
COc1ccc(S(=O)(=O)N2CCCC2CNC(=O)C(=O)Nc2ccc(F)cc2)cc1 (stereo not given) | i | i | i | i | i | i | i | i | i | 1.0 | 7.4
S=C(NCc1ccccc1)NCC1COc2ccccc2O1 (stereo not given) | i | i | i | i | i | i | i | . | i | -0.5 | -25.8
COc1ccccc1OCC(=O)Nc1ccc(O)cc1C(=O)O | i | i | i | i | i | i | i | i | i | -0.1 | 8.3
CC12C(=O)N(c3ccc(C(=O)N4CCOCC4)cc3)C(=O)C1C1c3ccccc3C2c2ccccc21 (stereo not given) | i | i | i | i | i | i | i | i | i | -0.6 | 5.2
CCCCNC(=O)c1[nH]c(C)c(C(C)=O)c1C | i | i | i | i | i | i | i | i | i | -0.3 | 9.2
Cc1cc(C(=O)NN=C2C3CC4CC(C3)CC2C4)c2ccccc2n1 | i | i | i | i | i | i | i | i | i | 2.6 | .
Cc1ccc(Cl)cc1N1CCN(C(=S)NCc2ccco2)CC1 | i | i | i | i | i | i | i | i | i | -1.0 | 25.3
COCCCNC(=O)C1C2C=CC3(CN(Cc4ccc(C)cc4)C(=O)C13)O2 (stereo not given) | i | i | i | i | i | i | i | i | i | 0.0 | 10.8
COc1ccc(N2C(=O)CC(NC3CC3)C2=O)cc1 (stereo not given) | i | i | i | i | i | i | i | i | i | -0.3 | 10.0

The list is partial; count on the stated rates, not on these rows.
